Compound activity as filed in PubChem BioAssay.
SKN-1 block = C. elegans SKN-1 inhibition; C. elegans VP596 Pgst-4::GFP/RFP ratio, acrylamide-induced, 24 h; AID 624304; actives 0.49% (n = 360,000); inhibition, % at 21.8 µM;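 active = interference check ratio from 0.5 to 1.5 plus GFP to RFP signal ratio inhibition reaching or exceeding a fixed threshold, cut at about 30% in these data, passing the limit was not always enough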; also: some compounds called inactive have numbers as strong as hits
LMPTP inh = LMPTP (human) inhibition. P24666. recombinant LMPTP-A, OMFP fluorogenic substrate, fluorescence intensity. inhibition, % at 20 µM. actives 0.22% (n = 360,000). AID 651560;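 active = compounds that cut the enzyme signal by at least half of the control window in the single-dose screen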;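 also: plate controls were DMSO wells with enzyme plus substrate for no effect and substrate without enzyme for full effect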
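Buffer or medium: Bis-Tris pH 6.0, DTT, detergent; Assay system: LMPTP-A enzyme; Quantity: 0.625 nM enzyme; Detection: endpoint fluorescence intensity; Times: 50 min dark incubation at room temperature; Controls: substrate-only low control, DMSO enzyme-plus-substrate high control; Doses: single 20 µM dose; Read-out: percent inhibition versus substrate-only and uninhibited controls; Reagent: 400 µM OMFP.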
SUMO1 PPI mod = SUMO1-SIM interaction modulation. P63165. SUMO1 binding to a labelled peptide, TR-FRET, 1 h. inhibition, % at 20 µM. actives 0.33% (n = 360,000); in the data active = inhibition above about 37%
Target sequence (P63165 whole entry, looked up): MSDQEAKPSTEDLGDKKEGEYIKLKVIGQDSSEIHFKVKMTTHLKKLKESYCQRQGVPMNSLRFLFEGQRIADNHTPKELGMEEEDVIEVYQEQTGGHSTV
NadD block = blocks S. aureus nicotinate mononucleotide adenylyltransferase; purified NadD enzyme, colorimetric absorbance read-out; inhibition, % at 20 µM; actives 0.78% (n = 360,000); in the data active = inhibition above about 26%; also: some compounds past the cut are filed as inactive
DNMT1 block = DNMT1 (human) enzyme inhibition | P26358 | DNMT1 molecular beacon, Hinp1I cleavage, fluorescence | AID 588458 | actives 0.83% (n = 360,000) | inhibition (reported as % activation of signal), % at 10 µM; in the data active = inhibition above about 50%
MT1-MMP act inh = blocks activation of human MT1-MMP; AID 651647; P50281; GFP/RFP ratio change, % at 20 µM; HT1080 RFP-PRO-GFP cells, GFP/RFP ratio fluorescence, overnight; percent of plate control window, DMSO zero; actives 0.061% (n = 360,000);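 active = GFP/RFP ratio change of at least 30% with cell ATP level not reduced by more than half and red fluorescence within 50% of control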; also: strong numbers were not always called active
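Test system: HT1080 RFP-PRO-GFP cells; Benchmarks: DMSO and RFP-L50D-GFP cell wells; Timing: cells overnight before dosing, compound overnight, 37 °C, 5% CO2; Compound: one 20 µM compound dose with 1% DMSO; Read-out: GFP/RFP fluorescence ratio.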
Scp1 inh = blocks human Scp-1 phosphatase activity; Recombinant Scp1, phosphopeptide, malachite green phosphate absorbance; inhibition, % at 20 µM; actives 0.88% (n = 340,000); AID 493091;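 active = inhibition above about 50% at 20 µM, limit read from the data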;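 also: plate controls were DMSO wells with enzyme for no effect and wells lacking enzyme for full effect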
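Material – SCP-1 phosphatase catalytic domain, residues 76-261 · Buffer or medium – Acidic Tris acetate buffer with magnesium and detergent · Also added – Phospho 17-mer peptide substrate · Compound – single 20 µM dose, 1% DMSO · Times – 45 min room-temperature reaction, 5 min colour, 30 min stabiliser · Technique – Phosphate-binding colour reagent, absorbance read at 630 nm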
NRP1-CendR mod = NRP-1/CendR interaction modulation; O14786; FAM-RPARPAR peptide binding to NRP-1, fluorescence polarization; inhibition, % at 25 µM; actives 0.85% (n = 360,000); AID 602438;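 active = inhibition or corrected inhibition above about 18%, plus a signal ratio from 0.5 to 1.5, limit read from the data, passing the limit was not always enough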; also: strong numbers were not always called active
STEP block = inhibitors of human striatal-enriched phosphatase STEP; P54829; AID 588621; inhibition, % at 20 µM; recombinant STEP, OMFP fluorogenic substrate, fluorescence; actives 0.25% (n = 360,000);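 active = inhibition at 20 µM, scaled per plate between control wells, above about 37%, limit read from the data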;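 also: 0% = DMSO with enzyme and substrate and 100% = substrate only without enzyme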
Target sequence (P54829 whole entry, looked up): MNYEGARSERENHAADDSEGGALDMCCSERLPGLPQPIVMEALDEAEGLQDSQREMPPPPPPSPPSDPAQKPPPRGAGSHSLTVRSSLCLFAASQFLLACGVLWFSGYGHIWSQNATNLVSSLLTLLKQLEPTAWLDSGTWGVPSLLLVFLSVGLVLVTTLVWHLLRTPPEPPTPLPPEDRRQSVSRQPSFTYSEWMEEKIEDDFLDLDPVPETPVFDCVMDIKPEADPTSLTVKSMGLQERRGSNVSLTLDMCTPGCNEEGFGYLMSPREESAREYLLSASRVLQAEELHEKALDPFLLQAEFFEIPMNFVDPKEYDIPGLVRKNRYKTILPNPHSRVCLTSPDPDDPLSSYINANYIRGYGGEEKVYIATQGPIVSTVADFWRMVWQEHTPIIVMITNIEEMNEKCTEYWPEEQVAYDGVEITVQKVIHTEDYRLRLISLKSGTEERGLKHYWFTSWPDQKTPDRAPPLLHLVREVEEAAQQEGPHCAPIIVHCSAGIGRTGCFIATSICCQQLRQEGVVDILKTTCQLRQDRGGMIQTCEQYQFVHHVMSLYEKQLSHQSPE
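System: isolated STEP enzyme; schedule: 20 min enzyme reaction at room temperature, protected from light; medium: Bis-Tris buffer pH 6.0, 2.5 mM DTT, 0.005% Tween 20; signal: fluorescence, 480/540 nm; dosing: single compound dose of 20 µM, 1% DMSO final; also added: OMFP substrate, 25 µM final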
Rpn11 inh = inhibitors of human proteasome Rpn11; O00487; human 26S proteasome, Ub4-pepOG fluorescence polarization; 20S core pre-blocked with epoxomicin; calls only at 20 µM; actives 0.59% (n = 360,000);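 active = inhibition at 20 µM, scaled to each plate's controls, above about 33%, limit read from the data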
Target sequence (O00487 whole entry, looked up): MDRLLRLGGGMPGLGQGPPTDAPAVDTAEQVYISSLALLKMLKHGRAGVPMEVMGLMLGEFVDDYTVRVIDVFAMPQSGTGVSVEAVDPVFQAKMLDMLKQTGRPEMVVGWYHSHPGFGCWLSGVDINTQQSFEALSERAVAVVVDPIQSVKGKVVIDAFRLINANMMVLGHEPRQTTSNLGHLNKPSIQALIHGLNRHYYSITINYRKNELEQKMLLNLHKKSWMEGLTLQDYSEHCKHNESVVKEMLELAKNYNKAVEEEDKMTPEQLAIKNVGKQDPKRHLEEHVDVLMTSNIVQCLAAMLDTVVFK
* marks the source's active call; other numbers are inactive results; i = inactive; . = not tested or not shown. Rows were taken by chance; overall some 3.9% were active at least once.

SKN-1 block	LMPTP inh	SUMO1 PPI mod	NadD block	DNMT1 block	MT1-MMP act inh	Scp1 inh	NRP1-CendR mod	STEP block	Rpn11 inh	Molecule
9	0.7	-2	-3	0	2	-2	45*	0	i	CCCN(C(=O)Cn1c(C(F)(F)F)nc2ccccc21)C1CCS(=O)(=O)C1 (stereo not given)
-1	0.1	-36	-7	-3	-2	-2	-6	0	i	COc1ccccc1C(CNc1ncccc1[N+](=O)[O-])N(C)C (stereo not given)
14	1.2	-16	-1	-4	3	-1	-33	1	i	COc1cccc(-c2nc3c(c(SCC(=O)N4CCOCC4)n2)Cc2c(CO)cnc(C)c2O3)c1
-2	1.1	-2	-6	0	-1	-7	-6	2	i	O=c1cc(CN2CCN(Cc3ccccc3)CC2)c2cc3c(cc2o1)CCC3
86*	0.5	-26	-12	-5	-12	-13	-2	4	i	N#C/C(=C/c1ccco1)c1nc2ccccc2s1
-1	-0.8	0	-4	0	1	-5	-17	-3	i	CS(=O)(=O)N(CC(=O)N1CCCC1)c1cccc(Cl)c1Cl
-18	-0.4	3	-7	3	-1	-13	4	0	i	CN(Cc1nc2ccccc2[nH]1)C(=O)C1CCC(=O)N(CCc2cccc(F)c2)C1 (stereo not given)
-5	3.9	-4	0	-3	-3	-11	8	2	i	CCOc1cc(CNc2ccc(Br)cc2)cc(Br)c1OCC(=O)NC(C)(C)C
33	-1.0	0	1	4	6	6	8	0	i	CC(=O)Nc1nnc(SCC(=O)N2CCN(Cc3ccccc3)CC2)s1
2	-0.4	-13	-6	1	-2	-2	5	2	i	O=C(O)c1ccc2c3c(cccc13)C(=O)N(c1cccc3ccccc13)C2=O
0	-0.3	0	3	-2	1	-7	-6	1	i	CCCCNC(=O)CCSc1nc2nc(C)cc(C)n2n1
3	1.8	-11	1	0	0	-9	2	-1	i	O=C(/C=C/c1ccco1)c1ccccc1O
9	-2.8	4	0	8	-2	.	-14	0	i	COCCNC(=O)c1ccc(N2CC3CC(C2)c2cccc(=O)n2C3)c(NC(=O)c2ccccc2Br)c1 (stereo not given)
5	0.4	1	5	0	4	-1	9	-2	i	COc1ccc(-n2nc(C(=O)NCC(=O)N3CCN(Cc4ccccc4)CC3)c3ccccc3c2=O)c(OC)c1
20	-1.3	1	-6	12	6	-5	-20	-2	i	Cc1ccc(C2OCC3(CO2)COC(c2ccc(C)cc2)OC3)cc1 (stereo not given)
-3	-0.9	-1	-1	1	0	-7	2	-1	i	CCOCCCNC(=O)CSc1nnc(-c2ccc(S(=O)(=O)N3CCCC3)cc2)n1C
-3	1.0	-21	-7	-5	2	-16	22	1	i	Cc1ccc(SCCNC(=O)/C=C/c2cccc([N+](=O)[O-])c2)cc1
12	-3.7	1	2	7	-9	-3	-1	1	i	Cc1ccc2nc(Cl)c3cc(C(=O)N(CCN(C)C)Cc4ccco4)sc3c2c1
-19	2.9	-21	-6	-6	-51	-10	-98	-4	.	Cc1ccc(C(=O)N/C(=C\c2ccc(-c3ccc([N+](=O)[O-])cc3)o2)C(=O)NC2CCS(=O)(=O)C2)cc1 (stereo not given)
-4	-0.9	4	-2	3	4	.	-2	0	i	CCCCN1C(=O)C(CC(=O)NCCCCc2ccccc2)CC(C(=O)N(C)C)=C1C (stereo not given)
-2	0.1	1	5	1	4	5	12	2	i	CCn1c(N2CCN(C(=S)Nc3ccc(OC)cc3)CC2)nc2ccccc21
5	0.9	2	-3	1	-2	-5	9	2	i	O=P(Cc1cccc2ccccc12)(c1ccccc1)c1ccccc1
5	0.9	5	-5	-2	-1	-7	9	4	i	COc1ccc(C(=O)NCC(=O)OCc2ccc(Cl)cc2Cl)cc1OC
-13	0.8	-7	9	-1	0	-1	-4	-2	i	COc1ccc(-n2c(SCC(=O)N/N=C/c3ccccc3OCC(=O)O)nc3ccccc3c2=O)cc1
10	-0.2	0	-2	0	0	-8	-8	2	i	c1ccc(N2CCN(c3ccccc3)C2c2ccncc2)cc1
4	-1.0	3	-4	0	1	-7	-9	-2	i	Cc1occc1-c1nnc(SCC(=O)Nc2ccccn2)o1
10	-0.2	3	1	0	3	7	-7	1	i	CCC(Sc1nc(-c2cccc(OC)c2)c(C#N)c(=O)[nH]1)C(=O)Nc1nnc(C(C)C)s1 (stereo not given)
7	0.9	-5	0	1	7	-5	-14	-2	i	CCCC[C@H]1COCCS(=O)(=O)N1Cc1cccc(F)c1
19	-0.4	25	3	2	2	-6	9	0	i	O=C(NC(=S)N1CCCC1)c1ccccc1Cl
-14	1.3	4	1	1	-5	-4	-10	-1	i	COc1ccc(N2C(=O)C3CCCN3C2c2ccccc2)cc1 (stereo not given)
-1	-1.6	-1	-5	0	-3	6	9	0	i	COc1cc(NC(=S)NCCN2CCOCC2)cc(OC)c1OC
1	-0.4	-3	-1	1	3	0	2	0	i	Cc1c(NC(=O)c2cccc(F)c2)c(=O)n(-c2ccccc2)n1C
3	0.2	8	-1	3	-2	1	-14	0	i	O=C1CN(C(=O)COc2ccc(F)cc2Br)c2ccccc2N1
8	3.1	3	-6	-4	0	-15	7	-1	i	CC(=O)NCCC(=O)N(Cc1ccccc1)c1nc2c(C)cccc2s1
10	2.5	1	-1	-6	4	-8	-1	2	i	S=C(NCCc1ccccc1)N/N=C/c1cccc(Cl)c1Cl
-1	0.4	3	1	-5	-4	0	8	-2	i	CC1(C)N=C(N)N=C(N)N1c1cccc(C#N)c1
18	-1.1	3	-2	1	5	-3	5	-9	i	Cn1nc(OC(=O)Nc2cccc(Cl)c2)cc1C(F)(F)F
4	-0.1	-21	-3	3	4	19	4	-4	i	Nc1c([N+](=O)[O-])c(=O)sc2ccccc12
-6	-0.4	-1	-4	0	0	-7	0	1	i	O=C(CCC1CCCN(Cc2ccc3c(c2)OCCO3)C1)NCc1ccccc1F (stereo not given)
17	0.0	-11	4	-1	-1	1	2	0	i	O=C(N/N=C/c1cccs1)c1[nH]ncc1Br
3	-0.6	-16	7	0	-6	-9	1	-3	i	CN(C)CCC=C1c2ccccc2C=Cc2ccccc21
0	0.1	-3	7	-3	-1	-8	-1	0	i	COCCn1cnc2c1c(=O)n(Cc1ccc(C#N)cc1)c(=O)n2Cc1ccccc1
3	1.6	-15	-2	2	0	-11	12	0	i	CCC(CCC(=O)Nc1cccc([N+](=O)[O-])c1)C(=O)O (stereo not given)
-5	0.2	-31	3	-4	9	4	6	0	i	CCN(CC(=O)Nc1ccc(NC(C)=O)cc1)C(=O)c1ccc(NC2CC2)c([N+](=O)[O-])c1
22	1.1	2	-2	1	4	-8	-4	-2	i	COc1ccc(OC)c(NC(=O)C2CCN(c3nc(C)cc(C)n3)CC2)c1
-4	-1.2	0	1	-5	-2	.	-6	-1	i	COc1cccc(CN(C)C(=O)c2ccc(S(=O)(=O)Nc3ccccc3C)cc2)c1OC
3	-0.8	-4	-5	1	-6	-1	-8	-1	i	Cc1cc(C(=O)Nc2ccccn2)cs1
-11	-1.7	-4	0	-4	8	-8	13	0	i	O=C(O)c1cccc(CSc2ncn[nH]2)c1
-10	9.1	-8	2	20	11	-2	-9	7	i	Cc1c(C)c2cccnc2c2ncccc12
-3	-0.4	7	-4	-1	2	-12	2	-3	i	CNC(=O)COC(=O)CCC(=O)c1ccc(Cl)cc1
-4	-1.9	5	-1	-6	-1	0	-9	0	i	O=C(COc1ncnc2ccccc12)N1CCN(S(=O)(=O)c2ccccc2)CC1
9	5.7	-4	5	-1	6	-10	9	-4	i	Cc1ncc(CN2CCCC(C(=O)Nc3ccc(-n4ccnc4C)cc3)C2)cn1 (stereo not given)
41*	2.0	-14	-7	-3	-3	-1	-71	2	i	CN(C)/N=C/C=C1\CC/C(=C\c2ccc(Br)cc2)C1=O

Filtered by structure, the compounds so far with a CF3 group.
SKN-1 block	LMPTP inh	SUMO1 PPI mod	NadD block	DNMT1 block	MT1-MMP act inh	Scp1 inh	NRP1-CendR mod	STEP block	Rpn11 inh	Molecule
9	0.7	-2	-3	0	2	-2	45*	0	i	CCCN(C(=O)Cn1c(C(F)(F)F)nc2ccccc21)C1CCS(=O)(=O)C1 (stereo not given)
18	-1.1	3	-2	1	5	-3	5	-9	i	Cn1nc(OC(=O)Nc2cccc(Cl)c2)cc1C(F)(F)F

Grouped by structure: those above with an aryl methoxy group.
SKN-1 block	LMPTP inh	SUMO1 PPI mod	NadD block	DNMT1 block	MT1-MMP act inh	Scp1 inh	NRP1-CendR mod	STEP block	Rpn11 inh	Molecule
-1	0.1	-36	-7	-3	-2	-2	-6	0	i	COc1ccccc1C(CNc1ncccc1[N+](=O)[O-])N(C)C (stereo not given)
14	1.2	-16	-1	-4	3	-1	-33	1	i	COc1cccc(-c2nc3c(c(SCC(=O)N4CCOCC4)n2)Cc2c(CO)cnc(C)c2O3)c1
5	0.4	1	5	0	4	-1	9	-2	i	COc1ccc(-n2nc(C(=O)NCC(=O)N3CCN(Cc4ccccc4)CC3)c3ccccc3c2=O)c(OC)c1
-2	0.1	1	5	1	4	5	12	2	i	CCn1c(N2CCN(C(=S)Nc3ccc(OC)cc3)CC2)nc2ccccc21
5	0.9	5	-5	-2	-1	-7	9	4	i	COc1ccc(C(=O)NCC(=O)OCc2ccc(Cl)cc2Cl)cc1OC
-13	0.8	-7	9	-1	0	-1	-4	-2	i	COc1ccc(-n2c(SCC(=O)N/N=C/c3ccccc3OCC(=O)O)nc3ccccc3c2=O)cc1
10	-0.2	3	1	0	3	7	-7	1	i	CCC(Sc1nc(-c2cccc(OC)c2)c(C#N)c(=O)[nH]1)C(=O)Nc1nnc(C(C)C)s1 (stereo not given)
-14	1.3	4	1	1	-5	-4	-10	-1	i	COc1ccc(N2C(=O)C3CCCN3C2c2ccccc2)cc1 (stereo not given)
-1	-1.6	-1	-5	0	-3	6	9	0	i	COc1cc(NC(=S)NCCN2CCOCC2)cc(OC)c1OC
22	1.1	2	-2	1	4	-8	-4	-2	i	COc1ccc(OC)c(NC(=O)C2CCN(c3nc(C)cc(C)n3)CC2)c1
-4	-1.2	0	1	-5	-2	.	-6	-1	i	COc1cccc(CN(C)C(=O)c2ccc(S(=O)(=O)Nc3ccccc3C)cc2)c1OC
